Screening results from PubChem BioAssay.
D2 ag = activates the human D2 dopamine receptor; P14416; HEK293 T-REx D2 cells, calcium flux agonist mode; activation, % at 2 µM; 340,000 tested, 0.53% active;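 active means activation over 3 SD above normal in the single-dose calcium agonist read, cut at about 30% in these data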; further: 0% is about no effect
Target sequence (P14416 whole entry, looked up): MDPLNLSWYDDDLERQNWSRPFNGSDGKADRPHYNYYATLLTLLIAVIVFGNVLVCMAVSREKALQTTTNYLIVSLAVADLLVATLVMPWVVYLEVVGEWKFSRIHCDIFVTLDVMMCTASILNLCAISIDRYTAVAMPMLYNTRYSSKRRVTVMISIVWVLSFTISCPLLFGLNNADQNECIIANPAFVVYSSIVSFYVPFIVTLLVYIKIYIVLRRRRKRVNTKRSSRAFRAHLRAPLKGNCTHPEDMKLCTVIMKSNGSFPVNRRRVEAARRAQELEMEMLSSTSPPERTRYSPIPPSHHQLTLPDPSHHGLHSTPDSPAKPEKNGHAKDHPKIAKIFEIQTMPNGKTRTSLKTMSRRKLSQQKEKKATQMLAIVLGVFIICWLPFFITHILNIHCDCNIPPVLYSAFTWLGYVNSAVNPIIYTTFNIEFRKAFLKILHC
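HEK293 Trex D2 cells, tetracycline-induced, o/n 30 C 5% CO2; no-wash Ca dye, RT 30–90 min; 10-cycle baseline, 23 nl cpd added, kinetic Ca read 180 s; agonist hits = positive Ca response.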
D2 antagonist = antagonists of human D2 dopamine receptor. P14416. HEK293 TREx D2 cells, calcium flux, dopamine EC80. inhibition, % at 10 µM. 340,000 tested, 2% active. AID 485344; in the data active means inhibition above about 30%; further: 0% is about no effect
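In this primary screen, negative modulation is detected by tracking calcium flux after an EC80 dopamine challenge in inducible HEK293 T-REx D2 cells preexposed to test compound for 180 s.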
RXFP1 antagonist = antagonists of human relaxin receptor RXFP1. Q9HBX9. HEK293-RXFP1, relaxin-stimulated cAMP HTRF, 30 min; hits give low values. activity change, negative = inhibition, % at 57.5 µM. 350,000 tested, 0.59% active;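 active means activity change of -60% or lower, but not beyond a set lower limit; inconclusive means change between -60% and -40%, or beyond the set limit; inactive means change above -40%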; further: on the % scale 0 is the no-effect control and ±100 the full control effect
D1 potentiator = potentiators of human D1 dopamine receptor. AID 504651. HEK293 TREx D1 cells, calcium flux, dopamine EC20 potentiation. potentiation, % at 10 µM. 360,000 tested, 0.036% active; in the data active means potentiation above about 30%; further: 0% is about no effect
Target sequence (P21728 whole entry, looked up): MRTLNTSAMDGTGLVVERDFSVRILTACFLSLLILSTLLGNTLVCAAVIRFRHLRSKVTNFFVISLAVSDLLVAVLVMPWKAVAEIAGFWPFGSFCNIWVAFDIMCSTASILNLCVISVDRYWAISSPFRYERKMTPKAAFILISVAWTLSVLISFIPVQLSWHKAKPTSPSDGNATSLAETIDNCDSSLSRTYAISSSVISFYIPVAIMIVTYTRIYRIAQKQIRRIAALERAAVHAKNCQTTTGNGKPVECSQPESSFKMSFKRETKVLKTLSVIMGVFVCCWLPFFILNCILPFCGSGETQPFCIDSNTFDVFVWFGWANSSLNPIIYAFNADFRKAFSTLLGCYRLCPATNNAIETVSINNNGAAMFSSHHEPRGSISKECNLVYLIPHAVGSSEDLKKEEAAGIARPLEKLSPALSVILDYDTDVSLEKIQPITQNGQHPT
TRHR PAM = allosteric enhancers of human TRH receptor | P34981 | 360,000 tested, 0.66% active | enhancement, % at 2 µM | TRHR cells, fluo-8 calcium fluorescence, EC20 TRH enhancement; in the data active means enhancement above about 30%; further: 0% is about no effect
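TRHR-expressing cells loaded with fluo-8 calcium dye were read kinetically (ex 480/em 530) during compound addition, then stimulated with an EC20 of TRH (10 nM final). Enhancement of the Gq-mediated intracellular calcium response was scored.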
RXFP1 agonist = agonists of human relaxin receptor RXFP1; AID 2676; 370,000 tested, 0.3% active; Potency, µM (highest dose often 57.5 µM), for the others: at the highest dose activation, most hits filed as activators; Q9HBX9; HEK293T-RXFP1 cAMP TR-FRET, 30 min; response scale: percent of porcine relaxin response, buffer zero; active means well fitted activation curve with a large enough effect; inconclusive means small, poorly fitted or top-dose-only effect; further: potency means the concentration at half of the fitted maximal effect; on the % scale 0 is the no-effect control and ±100 the full control effect; nearly all actives have a fitted effect of over 60% in size; many of its hits are not listed in these tables
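HEK293T cells stably expressing RXFP1 were pretreated with the PDE4 inhibitor Ro 20174, exposed to compounds for 30 min at 37C, lysed, and cAMP was read by TR-FRET. Data normalized to buffer (basal) and 29 nM porcine relaxin (100%).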
D2 PAM = positively modulates the human D2 dopamine receptor allosterically. 340,000 tested, 0.34% active. potentiation, % at 10 µM. HEK293 T-REx D2, calcium flux, EC20 dopamine potentiation;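 active means potentiation over 3 SD above the plate norm, cut at about 30% in these data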; further: 0% is about no effect
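Primary screen. Calcium kinetics in induced HEK293 T-REx D2 cells: compound pre-addition 180 s, EC20 dopamine, 180 s more.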
D1 antag = antagonists of human D1 dopamine receptor; P21728; HEK293 TREx D1 cells, calcium flux, dopamine EC80; hits give low values; activity change, negative = inhibition, % at 10 µM; 360,000 tested, 3.2% active; in the data active means activity change below about -30%; further: on the % scale 0 is the no-effect control and ±100 the full control effect
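Antagonism measured as reduced calcium response to an EC80 dopamine addition following 180 s compound pre-read; cells were inducible HEK293 Trex D1 plated overnight at 30 C, read kinetically at 1 cycle/sec.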
D1 agonist = human D1 receptor agonism; HEK293 T-REx D1 cells, calcium flux, agonist mode; 360,000 tested, 1% active; P21728; AID 504660; activation, % at 2 µM; in the data active means activation above about 30%; further: 0% is about no effect
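Tetracycline-induced HEK293 TREx D1 cells, force-coupled to calcium signalling, were dye-loaded with a no-wash calcium kit. Compound was pin-added after a 10 s baseline. Fluorescence was read kinetically at 1 cycle/s for 180 s, with calcium rises flagged as agonism.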
* marks the source's active call; other numbers are inactive results; ? = inconclusive; · = no result given. Only part of the results is shown (hit frequency here may not be typical).

SMILES	D2 ag	D2 antagonist	RXFP1 antagonist	D1 potentiator	TRHR PAM	RXFP1 agonist	D2 PAM	D1 antag	D1 agonist
COc1ccc(Cl)cc1NC(=O)Nc1ccccc1SC	-0.2	2	-1	-5	5	3.5%	-9	-16	2
CC(=O)N1CC=C2C(C#N)=C(N)C(C#N)(C#N)C(C)C2C1 (configuration not stated)	-0.7	-3	17	7	12	0.2%	10	9	3
Oc1ccccc1-c1nc2ccccc2nc1-c1ccccc1	0.9	16	-36	-8	3	-5.4%	-1	4	3
CCCN(CCC)S(=O)(=O)c1ccc(C(=O)Nc2nnc(-c3cc(OC)cc(OC)c3)o2)cc1	-1.8	8	-3	-1	4	-0.9%	-1	-4	1
CCC(C(=O)Nc1cccc(OC)c1)n1nc(C)c2c(C)n(-c3ccccc3)nc2c1=O (configuration not stated)	-1.2	1	-10	10	-7	0.9%	5	12	1
CCn1c(SCC(=O)N2CCOCC2)nc2sc3c(c2c1=O)CCCC3	0.3	23	-5	-2	-10	0.1%	4	-11	0
CN(C(=O)C1CCOC1)c1nnc(-c2ccccn2)s1 (configuration not stated)	2.2	-17	-1	2	2	2.2%	-5	2	1
O=C(Nc1ccnn1C1CCN(C(=O)c2ccc(Cl)cc2)CC1)C1CC1	-1.2	3	0	3	1	-0.1%	10	7	2
CCn1nc(NC(=O)c2cccs2)c2cc3ccccc3nc21	-0.3	-8	-6	6	4	7.5%	7	8	2
O=C(CCC(=O)OCC(=O)c1ccc(F)cc1)NC1CCCCC1	0.6	-7	1	-8	-2	0.1%	5	-13	-1

Profiles, quoted from the list. Values in the order: D2 ag	D2 antagonist	RXFP1 antagonist	D1 potentiator	TRHR PAM	RXFP1 agonist	D2 PAM	D1 antag	D1 agonist
CCCN(CCC)S(=O)(=O)c1ccc(C(=O)Nc2nnc(-c3cc(OC)cc(OC)c3)o2)cc1 as listed: -1.8	8	-3	-1	4	-0.9%	-1	-4	1
Oc1ccccc1-c1nc2ccccc2nc1-c1ccccc1 as listed: 0.9	16	-36	-8	3	-5.4%	-1	4	3

The list goes on.
SMILES	D2 ag	D2 antagonist	RXFP1 antagonist	D1 potentiator	TRHR PAM	RXFP1 agonist	D2 PAM	D1 antag	D1 agonist
C=CCN1C(=O)C(CC(=O)Nc2ccc(OC)cc2)SC1=Nc1ccc(S(N)(=O)=O)cc1 (configuration not stated)	0.4	14	2	-2	20	0.4%	-4	-6	3
C=CCn1c(SCC(=O)Nc2nncs2)nnc1-c1ccco1	1.7	-1	1	·	1	0.0%	0	-13	3
CC1CCCN(C(=O)Cn2c(=O)n(CC3CCC(C(=O)NC(C)C)CC3)c(=O)c3sccc32)C1 (configuration not stated)	-0.1	·	-1	-4	11	0.4%	4	-4	3
Cc1ccc(SCC(=O)Nc2ccc(N3CCOCC3)cc2)cc1C	-0.5	-9	1	·	8	-0.5%	-27	7	7
CCc1cccc(NC(=O)Cn2c(-c3ccc(F)cc3)cc(C(C)=O)c2C)c1	·	·	0	-9	8	-0.8%	13	-1	0
COc1ccc([N+](=O)[O-])cc1C(=O)Nc1ccc(OCC(=O)N2CCOCC2)cc1	2.7	-4	14	1	1	-0.2%	8	-4	6
CC(C)Cn1nc(C(=O)OCC(=O)NCC(F)(F)F)c2ccccc2c1=O	-1.7	4	-6	3	4	2.3%	0	-8	6
COc1ccc(NC(=O)C2=CC(c3ccc(C)cc3)=NS(=O)(=O)N2C)cc1OC	0.3	22	13	-2	1	2.8%	-19	-10	1
Cc1cc(S(=O)(=O)C(CNC(=O)c2ccc(F)c(F)c2)c2cccs2)ccc1F (configuration not stated)	·	·	7	0	-3	0.7%	2	10	-2
CCOc1ccc(NC(=O)CN(C)C(=O)CCNC(=O)c2ccco2)cc1OCC	0.2	-5	4	-5	27	0.7%	-3	-4	2

3 of the entries above in order of their number in RXFP1 antagonist, lowest first:
SMILES,RXFP1 antagonist
CCOc1ccc(NC(=O)CN(C)C(=O)CCNC(=O)c2ccco2)cc1OCC,4
Cc1cc(S(=O)(=O)C(CNC(=O)c2ccc(F)c(F)c2)c2cccs2)ccc1F (configuration not stated),7
COc1ccc([N+](=O)[O-])cc1C(=O)Nc1ccc(OCC(=O)N2CCOCC2)cc1,14

Remaining list, next part
SMILES	D2 ag	D2 antagonist	RXFP1 antagonist	D1 potentiator	TRHR PAM	RXFP1 agonist	D2 PAM	D1 antag	D1 agonist
Cc1nc2ccc(NC(=S)NCc3ccccc3)cc2nc1C	0.1	-20	15	-2	16	6.0%	7	-10	4
Cc1ccc(C)c(N2CCN(C(=O)CCS(=O)(=O)c3ccc4c(c3)NC(=O)CO4)CC2)c1	-0.6	8	-17	-7	-8	4.0%	-5	-2	9
CCC(C)NC(=O)c1ccc(CSCc2ccccc2Cl)o1 (configuration not stated)	-1.7	15	6	7	12	0.2%	2	-4	2
O=C(Nc1cccc(-c2nnc(-c3ccccc3)o2)c1)c1ccc(Br)o1	1.2	6	-27	-16	-9	0.5%	-8	-2	3
Cc1ccc2nc(-c3ccccc3Cl)cc(C(=O)Nc3cc(C)on3)c2c1	0.1	22	-5	-4	-4	-0.3%	-5	-14	5
COc1ccc(NC(=O)C(=O)NCCc2sc(-c3ccc(Cl)cc3)nc2C)cc1	·	·	·	-8	-1	2.1%	-3	-12	3
COc1ccc(-n2c(=O)[nH]cc(C(=O)N3CCc4ccccc43)c2=O)cc1	1.7	1	24	-6	0	1.0%	9	-3	4
Cc1cccc(/C=N\NC(=O)c2ccccc2-n2cccc2)c1	-2.9	-2	-7	0	1	7.0%	-2	-6	0
COc1cc(C(=O)O)nc(OC)n1	0.3	11	?	3	6	0.1%	0	-7	1
Cc1cccc(C)c1NC(=O)CNC(=O)c1ccncc1	0.9	-12	3	-3	6	0.5%	-1	10	1

Look-ups from the results shown:
Result of `O=C(Nc1ccnn1C1CCN(C(=O)c2ccc(Cl)cc2)CC1)C1CC1` in RXFP1 antagonist: 0
Result of `Cc1ccc(SCC(=O)Nc2ccc(N3CCOCC3)cc2)cc1C` in D1 antag: 7
Result of `COc1ccc(Cl)cc1NC(=O)Nc1ccccc1SC` in D1 potentiator: -5
Result of `CC(=O)N1CC=C2C(C#N)=C(N)C(C#N)(C#N)C(C)C2C1` (configuration not stated) in D2 ag: -0.7
Result of `CN(C(=O)C1CCOC1)c1nnc(-c2ccccn2)s1` (configuration not stated) in D2 antagonist: -17
Result of `O=C(CCC(=O)OCC(=O)c1ccc(F)cc1)NC1CCCCC1` in D2 ag: 0.6

(further entries)
SMILES	D2 ag	D2 antagonist	RXFP1 antagonist	D1 potentiator	TRHR PAM	RXFP1 agonist	D2 PAM	D1 antag	D1 agonist
COC(=O)CN1C(=O)CSc2ccc(S(=O)(=O)Nc3ccccc3)cc21	0.1	·	19	-1	3	-0.5%	5	20	-1
CC(=O)Nc1sc(C)c(C)c1C(=O)OC(C)C	0.6	-12	-7	3	1	1.6%	-4	2	2
CCOC(=O)c1c(NC(=O)C[n+]2ccccc2)sc2c1CCCC2	-0.1	46*	-18	3	3	0.6%	-22	-6	3
Cc1c(NC(=O)C(C)OC(=O)c2cccnc2Cl)c(=O)n(-c2ccccc2)n1C (configuration not stated)	·	·	0	·	-7	1.7%	·	-1	2
CC(=O)c1cn(CC(=O)Nc2ccccc2F)c2ccccc12	0.8	16	0	-6	2	0.8%	7	-5	14
COc1cccc(CN2CCN(Cc3cc(OC)c(OC)cc3[N+](=O)[O-])CC2)c1	-0.8	8	-33	2	3	-0.1%	-11	-6	0
Nc1ccc(C(=O)NCc2ccccc2)cc1	0.4	-4	0	-1	7	0.3%	-6	·	-1
CC(=O)Nc1ccc(C(=O)N/N=C(\C)CC(=O)Nc2ccc(OCc3ccccc3)cc2)cc1	·	-9	-3	-4	22	1.6%	-3	7	3
Cc1nn(CC(=O)NCCc2ccccc2)c(=O)c2ccccc12	-0.4	9	-4	2	-2	1.4%	5	14	7
COc1ccccc1NC(=O)N1CCOCC1	0.5	12	2	2	-2	-4.1%	-6	-11	1

Random excerpt: 2 entries already listed.
SMILES	D2 ag	D2 antagonist	RXFP1 antagonist	D1 potentiator	TRHR PAM	RXFP1 agonist	D2 PAM	D1 antag	D1 agonist
CC(=O)Nc1ccc(C(=O)N/N=C(\C)CC(=O)Nc2ccc(OCc3ccccc3)cc2)cc1	·	-9	-3	-4	22	1.6%	-3	7	3
COC(=O)CN1C(=O)CSc2ccc(S(=O)(=O)Nc3ccccc3)cc21	0.1	·	19	-1	3	-0.5%	5	20	-1

The results go on.
SMILES	D2 ag	D2 antagonist	RXFP1 antagonist	D1 potentiator	TRHR PAM	RXFP1 agonist	D2 PAM	D1 antag	D1 agonist
COc1cccc(NC(=O)CSCC(=O)Nc2ccccc2)c1	-0.1	17	3	-2	6	-1.8%	-14	-3	2
CCc1nc(Nc2cccc(O)c2)c2oc3ccccc3c2n1	·	·	-76*	-6	-2	4.5%	·	-22	2
COCCNC(=O)CSc1nnc(-c2ccccc2)c(-c2ccccc2)n1	3.8	-1	12	3	-5	2.1%	-4	2	5
COc1cc(CCC(=O)OCC(=O)Nc2c(Cl)cccc2Cl)cc(OC)c1OC	-0.4	11	5	-10	-7	-1.2%	-6	-29	5
CC(=O)NCc1ccc(S(=O)(=O)N2CCN(c3ccccn3)CC2)cc1	11	4	-16	-1	-3	2.0%	2	6	5
CC(=O)c1ccc(NC(=S)N2CCC(Cc3ccccc3)CC2)cc1	-1.4	32*	-22	-10	-9	1.7%	-6	-35*	10
COc1cc2c(cc1OC)C(C)N(C(=O)C1COc3ccccc3O1)CC2 (configuration not stated)	0.9	-5	-4	-6	-1	-0.1%	4	-12	2
COC(=O)c1ccccc1NC(=O)C1CCCC1	0.1	15	-10	-3	2	-0.4%	9	-22	3
COc1ccc(CCNC(=O)COC(=O)c2ccc([N+](=O)[O-])o2)cc1	·	·	15	1	-5	-0.2%	·	-5	2
